# High-throughput results deposited in PubChem by Sanford-Burnham Center for Chemical Genomics.
# hIAP activ: human IAP activation; P09923; purified human IAP, CDP-Star luminescence, 30 min; stronger effect = higher value; 1 = vehicle-only enzyme, 0 = enzyme-free background; activation factor at 10 µM; actives 0.16% (n = 330,000);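 active = activation factor of the enzyme at least 2-fold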; note: the source names both 10 and 20 µM as test concentration; values of inactives mirror those of a sister screen read the other way
# Target sequence (P09923 whole entry, looked up): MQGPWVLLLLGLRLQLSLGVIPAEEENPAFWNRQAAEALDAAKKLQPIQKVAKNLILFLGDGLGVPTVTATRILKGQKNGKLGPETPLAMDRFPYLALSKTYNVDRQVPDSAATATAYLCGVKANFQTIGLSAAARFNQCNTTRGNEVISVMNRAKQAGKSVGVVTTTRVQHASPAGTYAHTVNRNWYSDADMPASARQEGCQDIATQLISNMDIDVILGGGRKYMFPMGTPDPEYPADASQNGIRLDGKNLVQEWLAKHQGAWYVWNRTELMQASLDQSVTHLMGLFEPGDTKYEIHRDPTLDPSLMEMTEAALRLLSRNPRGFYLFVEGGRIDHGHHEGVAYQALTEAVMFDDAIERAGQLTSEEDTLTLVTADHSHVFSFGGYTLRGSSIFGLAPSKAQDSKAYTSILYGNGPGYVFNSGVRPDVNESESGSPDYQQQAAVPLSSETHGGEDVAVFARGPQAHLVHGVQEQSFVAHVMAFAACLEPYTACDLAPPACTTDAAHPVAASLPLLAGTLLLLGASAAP
# NLRP3 yeast inh: blocks the NALP3 inflammasome reconstituted in yeast; actives 0.39% (n = 330,000); Yeast reconstituted NLRP3/ASC/caspase-1, beta-gal luminescence, 24 h; AID 2825; inhibition, % at 10 µM;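 active = inhibition of 50% or more; inactive = inhibition below 50%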;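 note: plate controls were induced DMSO wells for no effect and uninduced yeast grown without galactose for full effect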
# A3G deaminase: APOBEC3G (human) deaminase inhibition; Q9HC16; recombinant A3G, ssDNA deamination FAM/TAMRA fluorescence; inhibition, % at 20 µM; actives 0.28% (n = 330,000);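 active = inhibition of at least 40% at 20 µM, with no more than 30% in the related APOBEC3A deaminase screen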;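 note: plate controls were DMSO wells with A3G for no effect and wells lacking A3G enzyme for full effect; some compounds called inactive have numbers as strong as hits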
# Target sequence (Q9HC16 whole entry, looked up): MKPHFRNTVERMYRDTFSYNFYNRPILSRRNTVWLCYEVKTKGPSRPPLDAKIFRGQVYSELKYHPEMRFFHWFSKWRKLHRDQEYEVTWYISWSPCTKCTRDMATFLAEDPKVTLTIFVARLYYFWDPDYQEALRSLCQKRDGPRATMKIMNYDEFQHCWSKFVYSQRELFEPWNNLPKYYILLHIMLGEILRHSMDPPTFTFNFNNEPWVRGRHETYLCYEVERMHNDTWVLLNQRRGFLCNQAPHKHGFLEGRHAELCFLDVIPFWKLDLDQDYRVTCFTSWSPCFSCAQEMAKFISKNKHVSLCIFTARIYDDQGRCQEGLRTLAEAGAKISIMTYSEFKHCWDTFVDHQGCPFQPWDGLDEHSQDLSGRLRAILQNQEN
# MIN6 prolif: inducers of beta-cell replication in MIN6 cells; MIN6 cells proliferation, ATPlite luminescence, 48 h; cells starved in 0.2% serum; 100% = growth in 10% serum; actives 0.29% (n = 330,000); proliferation, % at 10 µM; AID 2380;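 active = compounds whose signal lies at least 3.5 SD above the mean of all wells on their plate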;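 note: 0% = DMSO-treated cells in low-serum medium and 100% = 10% serum control; some compounds called inactive have numbers as strong as hits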
# hIAP block: human IAP inhibition; purified IAP, CDP-Star luminescence, 30 min; inhibition, % at 10 µM; actives 0.12% (n = 330,000);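 active = inhibition reaching a set limit with compound at 10 µM in the primary screen, cut at about 35% in these data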;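 note: plate controls were DMSO wells with enzyme for no effect and no-enzyme buffer wells for full effect; values of inactives mirror those of a sister screen read the other way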
# A3A deaminase: blocks human APOBEC3A ssDNA deamination | P31941 | recombinant A3A, FAM/TAMRA ssDNA deamination fluorescence | inhibition, % at 20 µM | actives 0.41% (n = 330,000);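 active = at least 40% inhibition at 20 µM here, with at most 30% in a related deaminase screen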;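 note: plate controls were A3A with DMSO for no effect and wells lacking A3A enzyme for full effect; some results filed as inactive read as strong as hits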
# Target sequence (P31941 whole entry, looked up): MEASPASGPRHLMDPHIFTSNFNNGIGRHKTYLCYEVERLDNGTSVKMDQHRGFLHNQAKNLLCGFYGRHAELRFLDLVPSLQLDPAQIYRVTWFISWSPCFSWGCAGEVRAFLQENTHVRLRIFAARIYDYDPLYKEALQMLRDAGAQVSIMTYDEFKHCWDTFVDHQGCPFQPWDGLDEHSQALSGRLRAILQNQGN
# SENP1 FRET inh: inhibitors of human SENP1 SUMO protease catalytic domain | recombinant SENP1 catalytic domain, CyPet-SUMO1-YPet FRET cleavage | actives 0.21% (n = 360,000) | AID 624204 | Q9P0U3 | inhibition, % at 10 µM;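 active = inhibition at least 30% at 10 µM, raw YFP signal under a set limit, fluorescence ratio 0.5 to 1.5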;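 note: 0% = enzyme with DMSO and 100% = no enzyme wells; some results filed as inactive read as strong as hits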
#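 material = recombinant human SENP1 catalytic domain, His6-tagged | quantity = 20 pM enzyme | reagent = 25 nM SUMO1 FRET substrate | compound dosing = 10 µM single point, 0.5% DMSO | timing = 50 min enzyme reaction, room temperature, light-protected | detection = FRET, CFP and YFP emission | control set = no-enzyme low, enzyme-DMSO high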
# mIAP activ: increases mouse intestinal alkaline phosphatase activity | AID 2805 | actives 0.24% (n = 330,000) | muIAP, CDP-Star luminescence, 30 min; stronger effect = higher value; 1 = vehicle-only enzyme signal, 0 = enzyme-free wells | activation factor at 10 µM;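 active = activation factor of at least 2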; note: the source names both 10 and 20 µM as test concentration; values of inactives mirror those of a sister screen read the other way
#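 Assay system: mouse IAP enzyme; Reagent: CDP-Star chemiluminescent phosphatase substrate; Compound: DMSO-dissolved test compounds; Incubation: 30 min, room temperature; Technique: luminescence from enzymatic CDP-Star hydrolysis; Controls: DMSO-only wells and no-enzyme negative control.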
# mIAP block: mouse IAP inhibition | purified mouse IAP, CDP-Star luminescence, 30 min | inhibition, % at 10 µM | actives 0.2% (n = 330,000);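 active = inhibition of at least 40% at 10 µM in the primary screen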;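 note: plate controls were DMSO with enzyme for no effect and no enzyme wells for full effect; values of inactives mirror those of a sister screen read the other way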
# Numbers without * were called inactive; & = joins results of further samples. Not all compounds are listed. The share of hits here may be higher or lower than overall.
# The line under a structure holds: hIAP activ	NLRP3 yeast inh	A3G deaminase	MIN6 prolif	hIAP block	A3A deaminase	SENP1 FRET inh	mIAP activ	mIAP block
C/C(=N\NC(=O)c1ccccc1C)c1ccc(N2CCOCC2)cc1
  0.999	3.4	-2.7	5.2*	0.1	1.9	3.9	0.684	31.6
CCc1ccc(/C=N/Nc2nn[nH]n2)cc1
  0.976	6.3	-1.5	-1.1	2.4	0.1	1.0	0.914	8.6
CCC(c1nnnn1C1CCCC1)N1CCN(C(=O)c2ccco2)CC1 (stereo not given)
  0.738	8.3	-4.1	-1.4	26.2	0.2	-1.3	1.02	-2.1
CCC1CCCCN1S(=O)(=O)c1ccc(NC(=O)c2snnc2C)cc1 (stereo not given)
  0.92	9.8	-6.4	-0.6	8.0	-5.9	-12.9	0.972	2.8
NC(=O)C1CCC(NC(=O)OCc2ccccc2)CC1 (stereo not given)
  1.14	12.2	-6.7	-3.1	-13.5	1.1	1.8	0.953	4.7
Cc1cc(Cl)c(OCCn2ccnc2)c(Br)c1
  1.11	24.0	-3.2	-0.8	-11.4	5.4	-0.7	0.953	4.7
Cc1ccc(CS(=O)Cc2ccc(C(=O)NCC(C)c3ccccc3)o2)cc1 (stereo not given)
  0.927	12.3	-6.6	1.8	7.3	-5.6	0.2	1.03	-3.4
COc1ccc(CNC(=O)C2CCCN(c3ncnc4c3nc3n4CCCCC3)C2)cc1 (stereo not given)
  0.938	9.5	14.1	4.6	6.2	0.6	-0.4	1.06	-6.1
O=C(/C=C/NCc1cccnc1)c1ccc(Br)cc1
  0.741	34.7	-5.9	-3.0	25.9	-4.5	-3.0	0.954	4.6
Cn1c(=O)c2c(SCC(=O)Nc3nccs3)nc(C3CC3)nc2n(C)c1=O
  0.902	5.2	-4.3	-1.5	9.8	0.0	-10.9	0.915	8.5
N#C/C(=C\c1ccccc1C(F)(F)F)C(=O)Nc1ccccc1
  0.977	7.6	-2.9	-1.4	2.3	2.2	0.6	0.945	5.5
Oc1nc(Nc2ccccc2)sc1/C=C1\C=Nc2ccccc21
  1.16	9.4	-4.8	1.9	-15.7	0.2	-141.5	0.915	8.5
O=C(COC(=O)c1ccc2c(c1[N+](=O)[O-])C(=O)c1ccccc1C2=O)NC1CC1
  1.03	16.4	-3.7	-5.0	-3.5	2.3	1.8	1.27	-27.4
CCCn1nc(C(=O)NCC(C)(C)N2CCOCC2)c2ccccc2c1=O
  0.988	11.1	-1.5	-2.6	1.2	-4.0	1.3	0.942	5.8
CC(C)(C)NS(=O)(=O)c1ccc(NC(=O)C2CC(=O)N(CCc3ccc(F)cc3)C2)cc1 (stereo not given)
  1.07	0.6	-3.4	-2.3	-7.3	-1.6	-0.4	0.952	4.8

# In a second layout: entries from further up
SMILES	hIAP activ	NLRP3 yeast inh	A3G deaminase	MIN6 prolif	hIAP block	A3A deaminase	SENP1 FRET inh	mIAP activ	mIAP block
CCC1CCCCN1S(=O)(=O)c1ccc(NC(=O)c2snnc2C)cc1 (stereo not given)	0.92	9.8	-6.4	-0.6	8.0	-5.9	-12.9	0.972	2.8
CCCn1nc(C(=O)NCC(C)(C)N2CCOCC2)c2ccccc2c1=O	0.988	11.1	-1.5	-2.6	1.2	-4.0	1.3	0.942	5.8
Cc1ccc(CS(=O)Cc2ccc(C(=O)NCC(C)c3ccccc3)o2)cc1 (stereo not given)	0.927	12.3	-6.6	1.8	7.3	-5.6	0.2	1.03	-3.4

# The list goes on:
# The line under a structure holds: hIAP activ	NLRP3 yeast inh	A3G deaminase	MIN6 prolif	hIAP block	A3A deaminase	SENP1 FRET inh	mIAP activ	mIAP block
CCOc1cccc2sc(N(CCN(CC)CC)C(=O)c3ccc(S(=O)(=O)N4CCCC4)cc3)nc12
  0.948	-1.8	-8.4	-0.3	5.2	14.8	0.6	0.963	3.7
Cc1ccc2c([N+](=O)[O-])cccc2n1
  1.01	-1.4	-6.5	0.0	-0.9	0.8	1.8	1.02	-2.0
O=C(c1c(Cl)nc2sccn12)N(C(=O)c1c(Cl)nc2sccn12)c1ccc(Cl)cn1
  0.838	17.6	-2.8	-3.5	16.2	1.3	1.0	0.995	0.5
Cc1c(N=C/C=C2/N(C)c3ccccc3C2(C)C)c(=O)n(-c2ccccc2)n1C
  1.04	3.4	1.0	-3.7	-4.2	0.1	-40.7&-30.1	1.02	-1.6
OCCNc1nc(-c2ccccc2)nc2c1oc1ccccc12
  0.986	29.6	2.6	-1.3	1.4	4.1	1.8	0.94	6.0
COc1ccc(NC(=O)CC2C(=O)N(CCc3ccccc3)C(=S)N2Cc2cccnc2)cc1 (stereo not given)
  1.14	18.0	-6.0	-6.1	-13.7	-3.2	3.0	0.984	1.6
COc1ccc(-n2ncc3c(N4CCc5ccccc54)ncnc32)cc1
  0.858	-5.1	-5.0	-2.0	14.2	-1.3	-0.9	0.981	1.9
COc1ccc(CCNC(=O)CC(c2ccccc2)c2cc(C)ccc2O)cc1OC (stereo not given)
  1.19	-12.1	-0.2	1.2	-19.1	-1.2	2.5	1.15	-14.9
Cc1ccccc1OCC1Cn2c(nc3c2c(=O)[nH]c(=O)n3C)O1 (stereo not given)
  0.997	-0.4	-5.4	-0.3	0.3	-2.4	3.1	1.05	-4.7
Cc1c(NC(=O)c2cccnc2C(=O)O)cccc1C(=O)O
  0.898	16.7	-0.5	0.0	10.2	4.6	3.5	0.994	0.6
O=C(CN1C(=O)NC2(CCc3ccccc32)C1=O)c1c[nH]c2ccccc12 (stereo not given)
  1	7.7	-6.4	-3.4	0.0	6.5	-14.8	0.963	3.7
Cc1nnc(N(Cc2ccco2)C(=O)c2ccno2)s1
  1.01	5.6	-0.7	0.1	-0.6	-1.9	-6.8	0.97	3.0
COC(=O)c1sccc1NC(=O)C1CC1
  1.29	-32.2	0.7	6.5	-29.4	3.2	-1.1	1.09	-9.0
CC(=O)N(c1ccccc1)c1nc(/C=C/C(=O)Nc2c(C)cc(C)cc2C)cs1
  1.05	3.9	-8.7	-1.4	-5.0	-2.7	0.6	1.11	-11.5
Cc1cccc(N=C(NO)c2nonc2N)c1
  0.99	4.8	0.2	4.1	1.0	4.6	0.8	0.963	3.7

# The listing continues:
# The line under a structure holds: hIAP activ	NLRP3 yeast inh	A3G deaminase	MIN6 prolif	hIAP block	A3A deaminase	SENP1 FRET inh	mIAP activ	mIAP block
COc1ccc(CC(=O)NCc2nc(-c3ccccc3)no2)cc1
  1.05	14.2	-8.6	2.3	-5.4	0.0	1.8	1.02	-2.5
C=CCOc1ccc(/C=N/NC(=O)C(=O)N2CCCCCC2)cc1OC
  0.883	9.2	-7.6	6.8	11.7	-4.0	2.2	1.02	-1.6
COc1ccc(C2c3ccc(O)cc3Oc3ncn4nc(-c5ccccn5)nc4c32)cc1OC (stereo not given)
  1.27	4.4	-6.5	1.7	-27.5	-3.7	-44.8	1.05	-4.9
CC1CCC(NC(=O)c2cccc(S(=O)(=O)N3CCN(c4ccc(F)cc4)CC3)c2)CC1 (stereo not given)
  1.05	12.7	-8.5	0.0	-4.7	10.9	-1.0	0.973	2.7
Cc1ccc(-n2c(=O)c3ccc(C(=O)NCc4ccco4)cc3n(Cc3ccccc3C#N)c2=O)cc1
  0.918	18.9	-0.7	1.5	8.2	-1.4	-1.6	0.927	7.3
O=C(COc1ccc(Cl)cc1[N+](=O)[O-])N/N=C/c1cccs1
  0.936	23.2	-5.1	-3.4	6.4	0.6	0.3	0.915	8.5
CCCCCC(O)(c1ccc(OCC)cc1)C(CN1CCOCC1)c1ccccc1 (stereo not given)
  1.16	8.2	-0.4	-4.8	-16.3	0.1	0.8	0.969	3.1
Clc1ccc(-c2nnc3ccccn23)cc1
  0.942	7.1	-5.0	-2.3	5.8	-3.1	-1.1	1.09	-9.3
CCCCC(C(=O)O)C(C)CC(=O)Nc1nccs1 (stereo not given)
  1.18	-12.7	-2.8	1.6	-18.0	-4.7	1.2	1.1	-10.2
CCN(CC)S(=O)(=O)c1ccc(C(=O)OCC(=O)c2ccc3c(c2)NC(=O)CO3)cc1
  0.982	9.0	3.0	0.5	1.8	0.6	1.1	0.981	1.9
COc1ccc(NC(=S)N2CCCCCC2)cc1OC
  1.08	12.3	-3.8	3.2	-7.8	-2.2	1.2	1.16	-15.6
O=C1[C@@H]2Cc3c([nH]c4ccccc34)C(c3cccc([N+](=O)[O-])c3)N2C(=O)CN1CCCO (stereo not given in full)
  0.917	18.6	-7.0	-2.5	8.3	-0.7	1.3	0.919	8.1
CCOc1ccc(NC(=O)CN(C)C(=O)c2cccnc2SC)cc1OCC
  1.04	0.8	-2.5	4.5	-4.4	-5.2	3.3	1.03	-3.0
Cn1c(=O)c2c(nc(NCc3cccnc3)n2Cc2ccccc2Cl)n(C)c1=O
  0.966	5.7	-4.9	-2.5	3.4	-3.4	1.1	0.989	1.1
CCCCC(=O)Nc1ccccc1CC
  0.879	-18.2	-0.5	-0.4	12.1	1.2	3.5	0.989	1.1

# (next part)
# The line under a structure holds: hIAP activ	NLRP3 yeast inh	A3G deaminase	MIN6 prolif	hIAP block	A3A deaminase	SENP1 FRET inh	mIAP activ	mIAP block
Cc1ccc(-c2nc(CS(=O)(=O)CC(=O)NCCN3CCOCC3)c(C)o2)cc1
  0.971	5.6	5.9	-0.4	2.9	4.1	0.1	0.955	4.5
Nc1ccc(Oc2ccc(Cl)cc2)cc1
  0.909	33.1	3.2	-3.5	9.1	0.0	3.2	0.934	6.6
CSCCC(NS(=O)(=O)c1ccc2c(c1)oc(=O)n2C)C(=O)NC1CCC(C)CC1 (stereo not given)
  0.852	6.5	-1.2	3.3	14.8	-5.3	-0.6	0.937	6.3
NC(=O)/C=C\c1cn(-c2ccccc2)nc1-c1ccc2c(c1)OCCO2
  1.02	-1.4	-5.7	1.0	-2.4	-0.1	0.8	0.936	6.4
CCC(C)NC(=O)Cc1c(C)c2cc3c(cc2oc1=O)OC(C)(C)CC3 (stereo not given)
  1.04	0.0	-4.3	-0.8	-3.9	-2.0	1.6	1.06	-6.0
CC(C)[C@H](NC(=O)c1cccc(S(=O)(=O)N2CCCC2)c1)c1nc2ccccc2[nH]1
  1.3	7.4	-3.7	-2.5	-30.2	1.2	1.6	0.979	2.1
CC1CCN(C(=O)c2[nH]cnc2C(=O)N[C@@H](C)C(=O)OCc2ccccc2)CC1
  1.44	14.4	-11.3	-3.9	-44.3	-9.0	-0.7	1.11	-11.5
CN(Cc1ccccc1Cl)C(=O)C1CC(=O)N(c2ccc3c(c2)OCCO3)C1 (stereo not given)
  1.07	9.2	-4.5	1.2	-7.5	-2.6	0.5	0.992	0.8
COc1cc(OC)cc(C(=O)N2CCC3(CC2)NCCc2[nH]cnc23)c1
  1.02	6.4	-7.8	8.1	-2.3	-3.6	0.1	0.96	4.0

# Arranged by the number under A3A deaminase (falling): 3 of the compounds above
canonical_smiles	A3A deaminase
Oc1nc(Nc2ccccc2)sc1/C=C1\C=Nc2ccccc21	0.2
Cc1ccccc1OCC1Cn2c(nc3c2c(=O)[nH]c(=O)n3C)O1 (stereo not given)	-2.4
Clc1ccc(-c2nnc3ccccn23)cc1	-3.1
